MBD2 inh – inhibitors of MBD2 binding to methylated DNA, primary screen, biochemical, TR-FRET, DNA-binding domain, human. Methyl-CpG-binding domain protein 2 (Homo sapiens), Q9UBB5. actives 0.31% (n = 370,000). MBD2 binding to methylated oligonucleotide. AID 686964, 2013. inhibition, % at 4.4 µM; in the data active = inhibition above about 13%
rCAG RNA binder – binders of r(CAG) RNA repeats, primary screen, biochemical, fluorescence | r(CAG) RNA repeat, TO-PRO-1 dye displacement fluorescence | inhibition, % at 3 µM | actives 1.3% (n = 370,000) | AID 651821, 2012;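 active = inhibition above the plate cutoff, the mean of all test compounds on that plate plus 3 SD, cut at about 35% in these data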;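 also: 0% = DMSO alone and 100% = 100 µM mitoxantrone as full dye displacement; higher means more dye released from RNA so lower well fluorescence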
HTRA1 inh – HTRA1 serine protease inhibitors, primary screen, biochemical, fluorescence polarization, HTS | Q92743 | recombinant HTRA1, FP-rhodamine activity-based probe | actives 0.5% (n = 340,000) | AID 504803, 2011 | inhibition, % at 5.96 µM; in the data active = inhibition above about 36%;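 also: 0% = enzyme with DMSO and 100% = wells lacking enzyme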
Target sequence (Q92743 whole entry, looked up): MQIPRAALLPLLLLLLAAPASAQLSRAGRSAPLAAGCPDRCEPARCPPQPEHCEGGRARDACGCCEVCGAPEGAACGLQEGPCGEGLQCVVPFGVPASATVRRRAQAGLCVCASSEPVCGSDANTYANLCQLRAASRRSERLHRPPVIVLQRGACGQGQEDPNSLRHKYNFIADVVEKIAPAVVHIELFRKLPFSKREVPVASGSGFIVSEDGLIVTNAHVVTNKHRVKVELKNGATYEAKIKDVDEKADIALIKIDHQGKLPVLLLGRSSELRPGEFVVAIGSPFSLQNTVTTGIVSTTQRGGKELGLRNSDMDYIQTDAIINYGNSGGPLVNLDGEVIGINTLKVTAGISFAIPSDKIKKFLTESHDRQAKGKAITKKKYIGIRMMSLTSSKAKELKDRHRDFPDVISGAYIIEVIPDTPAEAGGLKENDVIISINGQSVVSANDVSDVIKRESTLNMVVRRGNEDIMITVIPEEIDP
PRMT1 inh – PRMT1 methyltransferase inhibitors, primary screen, biochemical, fluorescence polarization; actives 1.3% (n = 370,000); recombinant PRMT1, activity-based probe fluorescence polarization; inhibition, % at 2.79 µM;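 active = inhibition above about 21% made by adding two undisclosed values, limit read from the data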
NPR2 activator – human GC-B receptor activators, primary screen, HEK293 GC-B cells, cGMP TR-FRET, EC30 CNP. activation, % at 10 µM. 0% at EC30 CNP, 100% saturating CNP. actives 0.11% (n = 370,000). Atrial natriuretic peptide receptor 2 (Homo sapiens), P20594;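 active = activation at 10 µM reaching about 35% in either raw or pattern-adjusted values, limit read from the data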
TCR CD3 inh – inhibitors of human TCR-CD3 interaction, primary screen, biochemical, fluorescence, TAMRA-labeled TCR probe | AID 651800, 2012 | inhibition, % at 9.4 µM | actives 0.37% (n = 360,000) | T-cell receptor (TCR); in the data active = inhibition above about 19%;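 also: recombinant mutant TCR 2C K166C tagged with TAMRA read by polarization; 0% = receptor in buffer alone and 100% = receptor with positive control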
mABHD4 FP – ABHD4 inhibitors, primary screen, biochemical, fluorescence polarization, mouse. (Lyso)-N-acylphosphatidylethanolamine lipase (Mus musculus), Q8VD66. purified mABHD4, FP-Rh probe fluorescence polarization. inhibition, % at 8.92 µM. actives 0.54% (n = 370,000). AID 720543, 2013;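 active = inhibition exceeding the mean over every tested compound plus 3 SD, cut at about 30% in these data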;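 also: 0% = plate median of compound wells and 100% = S159A mutant with DMSO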
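assay system = mABHD4 protein | compound dosing = single nominal dose of 8.92 µM, 0.89% DMSO final | read-out basis = percent inhibition of probe binding, normalized to plate controls | schedule = Enzyme–compound pre-incubation 45 min, then probe 60 min, both 25 °C | detection = fluorescence polarization, excitation 525 nm, emission 598 nm, BODIPY TMR filters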
TDP2 absorb – human TDP2 enzyme inhibitors, primary screen, biochemical, epi absorbance, recombinant enzyme; T5PNP hydrolysis, p-nitrophenol absorbance 415 nm; inhibition, % at 12.8 µM; actives 0.34% (n = 370,000); AID 720702, 2013;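 active = inhibition above the mean of all tested compounds plus 3 SD, set per campaign, cut at about 25% in these data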;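 also: 0% = DMSO with enzyme and 100% = buffer with substrate but no TDP2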
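System – recombinant human TDP2 · Quantity – TDP2 enzyme at 120 nM final · Doses – single concentration, 12.8 µM nominal, with 1% DMSO · Incubation – 2 h at 37 °C · Measured by – epi absorbance of p-nitrophenol freed from T5PNP by hydrolysis · Read-out – % inhibition relative to enzyme-containing and enzyme-free wells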
LEDGF integ inh – blockers of LEDGF/p75-dependent integrase strand transfer – biochemical, TR-FRET, high throughput, primary screen; TR-FRET IN-LEDGF/p75 DNA integration, Eu/Cy5; inhibition, % at 3.7 µM; HIV-1 integrase (with human LEDGF/p75); actives 0.64% (n = 370,000);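 active = inhibition above the screen-wide mean plus 3 SD, cut at about 13% in these data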;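 also: signal is the Cy5 over europium emission ratio at 671 and 618 nm; 0% = plate median of compound wells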
SIAE primary – human SIAE inhibitors, primary screen, biochemical, fluorescence polarization, FP-Rh probe, 1536-well HTS; SIAE FP-Rh probe binding; inhibition, % at 9.66 µM; actives 0.69% (n = 370,000);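 active = inhibition above a cutoff: mean of compounds within the control limits plus 3 SD of those, cut at about 17% in these data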;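 also: 0% = plate median of compound wells and 100% = probe without SIAE protein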
Target sequence (Q9HAT2 whole entry, looked up): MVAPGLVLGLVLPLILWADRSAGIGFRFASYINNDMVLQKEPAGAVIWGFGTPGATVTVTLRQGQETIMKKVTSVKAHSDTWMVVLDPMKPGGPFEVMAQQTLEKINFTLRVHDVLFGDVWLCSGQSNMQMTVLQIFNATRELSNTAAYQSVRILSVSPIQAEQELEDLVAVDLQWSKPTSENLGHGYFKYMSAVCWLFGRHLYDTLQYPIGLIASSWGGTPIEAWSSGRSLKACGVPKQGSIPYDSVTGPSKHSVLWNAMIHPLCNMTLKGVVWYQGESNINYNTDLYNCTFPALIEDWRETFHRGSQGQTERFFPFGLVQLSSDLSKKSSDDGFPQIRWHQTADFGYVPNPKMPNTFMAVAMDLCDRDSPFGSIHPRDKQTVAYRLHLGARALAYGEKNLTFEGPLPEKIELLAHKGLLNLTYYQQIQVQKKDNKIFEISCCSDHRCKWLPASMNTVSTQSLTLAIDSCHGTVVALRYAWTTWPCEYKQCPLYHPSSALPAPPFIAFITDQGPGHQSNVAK
An asterisk follows results filed as active; nt = not tested or not shown. Only part of the results is shown; rates above refer to the full screens.

SMILES	MBD2 inh	rCAG RNA binder	HTRA1 inh	PRMT1 inh	NPR2 activator	TCR CD3 inh	mABHD4 FP	TDP2 absorb	LEDGF integ inh	SIAE primary
COCCN(C(=O)c1ccco1)c1nnc(-c2ccc(OC)c(OC)c2)s1	3.2	0.6	2.4	0.6	2.0	-2.0	1.8	-6.8	-0.5	-0.1
CCC(C(=O)NC1CCCC1)n1c(-c2ccnc3ccccc23)nc2ccccc21 (centres undefined)	-0.2	1.6	nt	-2.7	-11.8	0.6	-6.7	-5.1	5.7	-5.0
COc1ccc(CN(C(=O)c2ccccc2Br)C2CCS(=O)(=O)C2)cc1 (centres undefined)	-0.3	1.9	1.0	-3.6	-6.9	-0.4	-0.4	-8.7	1.9	-1.4
S=C(Nc1ccccc1)N(Cc1ccccc1)Cc1ccncc1	-2.5	-0.7	-9.1	-2.1	-3.1	1.5	1.6	4.4	0.4	5.4
CC(C)(CNC(=O)c1ccc(NS(=O)(=O)c2ccc(F)cc2)cc1)N1CCOCC1	2.5	-0.1	-1.5	4.9	-0.3	-2.2	-10.5	-12.6	-3.4	-7.5
OC(CN1CCN(c2cccc(Cl)c2)CC1)c1ccccc1 (centres undefined)	5.2	-5.1	-1.2	1.9	6.8	1.4	-1.6	-9.5	-2.8	-1.4
COc1ccc(OC)c(-n2nnnc2SCC(=O)NCc2ccc3c(c2)OCO3)c1	-3.9	-3.9	-0.4	-0.1	-0.9	-1.4	-5.2	4.0	-1.5	6.7
O=C(Nc1ccc(Cl)cc1)[C@@H]1[C@@H]2C(=O)N(c3cccc(F)c3)C(=O)[C@@H]2[C@H]2C=CC=NN21	-3.9	18.4	-16.5	-1.6	0.8	-5.7	-2.7	6.9	0.8	-1.3
Cc1cccc(OCC(=O)NCc2ccccc2)c1	2.5	-6.2	1.6	0.1	1.1	0.2	8.8	-14.5	5.0	-5.3
CCOc1ccc(OCC(=O)OCc2cc(=O)n3cc(Br)ccc3n2)cc1	-4.0	-2.2	3.6	11.2	-5.2	0.8	5.8	5.4	-0.7	-0.6
COc1ccc(Cl)cc1NC(=O)Nc1ccc(C(=O)N2CCOCC2)cc1	1.4	6.4	-7.7	-8.4	-6.4	0.7	-12.8	-2.1	4.3	-3.1
O=C(O)CCC(=O)Nc1ccc(S(=O)(=O)c2ccc(NC(=O)CCC(=O)O)cc2)cc1	4.5	1.0	2.8	-2.1	3.8	2.8	8.2	-1.9	-0.4	0.6
CCOc1ccc(N2C(=O)CC(N(C)Cc3ccccc3)C2=O)cc1 (centres undefined)	-1.8	-3.8	1.5	12.2	1.3	1.6	-4.5	0.1	1.4	0.8
Cn1c(CCNC(=O)c2ccccc2F)nnc1SCC(=O)Nc1ccccc1F	-0.9	-2.4	3.5	-2.3	-0.2	-7.3	4.3	15.1	-1.9	0.3
O=C(Nc1cccc(S(=O)(=O)N2CCCCC2)c1)C1CC(=O)N(c2ccc3c(c2)OCCO3)C1 (centres undefined)	0.2	4.3	-1.8	0.7	-4.1	8.2	-0.1	-3.7	2.0	-7.1
CC(=O)N1[C@H](CO)[C@@H](c2ccccc2)[C@@H]1CN(C(=O)c1ccc(F)cc1)C(C)C	-1.0	2.7	nt	3.5	-2.3	nt	5.4	-1.2	-4.0	-1.9
Cc1ccc(S(=O)(=O)Nc2cnc3ccccc3c2)cc1	5.5	4.1	-13.9	-2.2	2.7	-3.9	0.1	1.6	-2.9	-0.8
O=C(c1ccc(S(=O)(=O)N2CCCC2)cc1)N1CCC(CN2C(=O)c3cccc4cccc(c34)C2=O)CC1	1.9	1.3	-3.7	-0.4	-1.3	1.1	-0.4	-4.1	3.1	1.8
CCN1C(c2ccccc2)=C(c2ccccc2)S/C1=C/C=C1\SC(=S)N(C)C1=O	3.9	0.1	-21.8	2.3	-1.2	-53.9	-61.6	7.3	-0.4	-66.6
CCOC(=O)C1=C(OCc2ccc(Cl)cc2)C2C=C(C)C=CC2N=C1 (centres undefined)	1.9	-4.1	-17.4	-0.2	23.0	-2.0	0.6	6.8	3.0	6.0
CC(O)[C@H]1CNC(=O)C(=O)N1CC1CCCCC1 (some centres undefined)	0.1	3.1	0.9	-1.5	0.1	5.5	3.7	-1.6	-1.5	-1.1
C[C@H](NC(=O)[C@@H]1Cc2ccccc2CN1)C(=O)Nc1ccc2c(c1)OCCO2	0.9	-2.3	-4.7	-0.8	5.2	4.0	-5.7	12.1	0.9	5.2
Cc1ccc(N2C(=O)C3C(C2=O)N2C(c4cccs4)C4C(=O)N(c5ccc(C)cc5)C(=O)C4N2C3c2cccs2)cc1 (centres undefined)	7.2	25.6	-15.0	5.0	2.9	-8.0	-46.4	-12.1	-8.4	-26.1
COc1ccccc1N1CCN(S(=O)(=O)c2cn(C)nc2C)CC1	2.0	-5.2	-2.9	2.0	0.0	-8.4	1.9	-4.7	-3.3	3.5
CC1(C)Cc2c(cnn2-c2ccccc2)-c2c1c1ccccc1n2CC(O)CCl (centres undefined)	5.5	1.8	12.5	0.4	1.2	0.7	8.0	0.9	11.8	6.0
(next part)
SMILES	MBD2 inh	rCAG RNA binder	HTRA1 inh	PRMT1 inh	NPR2 activator	TCR CD3 inh	mABHD4 FP	TDP2 absorb	LEDGF integ inh	SIAE primary
O=C1c2nccnc2C(=O)N1c1ccc(C(F)(F)F)cc1	1.2	1.2	-0.2	-1.3	2.9	4.8	1.7	27.6*	-1.5	-3.5
CCn1c(N)c(C(=O)Nc2ccccc2C(=O)OC)sc1=S	-1.0	7.6	-8.0	-0.3	-6.7	2.5	0.5	-3.4	-0.4	8.7
COc1ccc(OCC(O)CN(CC(O)COc2ccc(OC)cc2)c2cccc(O)c2)cc1 (centres undefined)	0.7	-2.6	2.4	-1.4	-0.5	-1.4	-3.1	-20.3	-1.4	3.0
Cc1c(NS(=O)(=O)c2ccc(NCC3CCCO3)c([N+](=O)[O-])c2)c(=O)n(-c2ccccc2)n1C (centres undefined)	-9.0	2.4	1.7	4.0	3.3	-0.5	13.2	-9.2	-8.7	4.8
COC(=O)CN1C2=NCCCN2c2ccccc21	-3.5	0.4	4.8	-3.0	4.9	0.4	-1.1	-3.9	3.9	3.5
O=C(Nc1nnc(-c2cccs2)o1)C1CC1	2.1	-0.3	0.9	7.5	4.7	-4.4	4.0	4.7	-3.7	0.0
C[C@H]1COc2cc(NCCO)ccc2S(=O)(=O)N1	6.8	1.8	nt	0.5	-0.3	6.9	3.9	1.2	-0.6	3.8
COC(=O)c1nn(-c2ccc(C)cc2)c2nnc(Cc3ccccc3)c(=O)n12	1.7	-3.8	0.1	-0.4	5.6	-10.8	4.5	5.7	-0.7	-0.1
O=C(Nc1cccc(S(=O)(=O)N2CCOCC2)c1)C12CC3CC(CC(C3)C1)C2	-1.4	1.9	-5.3	2.6	-0.1	1.9	-1.7	7.0	0.9	-9.2
CCc1ccc(-c2nc(-c3ccncc3)no2)cc1	-3.0	-3.4	-4.8	-0.2	-3.8	-1.5	4.2	1.6	3.4	-2.9
Cc1ccc(OCCN2CCCCCC2)c(C)c1	6.6	3.1	2.2	5.2	-0.6	-2.6	-11.0	1.3	3.3	4.9
O=C(NC(=S)Nc1ccc(NC(=O)c2cccs2)cc1)c1cc2ccccc2o1	4.6	2.9	-5.3	-0.3	1.1	2.0	-5.1	4.2	0.1	-24.2
Cc1c(NC(=O)c2cccs2)c(=O)n(-c2ccccc2)n1C	-6.7	-6.1	5.0	-0.1	2.4	-5.6	0.9	8.1	-2.0	5.0
c1ccc(Cn2c(NCc3ccncc3)nc3ccccc32)cc1	-0.1	-3.7	-4.0	-22.8	-11.5	-2.8	-4.9	1.0	7.8	4.4
COc1cc(NC(=O)Cn2ccsc2=N)cc(OC)c1	1.8	-2.8	4.5	1.3	-0.7	3.1	1.3	-4.3	-4.6	2.0
Cc1ccnc2nc(C(=O)OCC(=O)NCCc3ccccc3)nn12	1.8	3.3	-1.1	0.0	5.6	8.1	4.6	4.7	-1.3	-4.1
CCOC(=O)COc1ccc(S(=O)(=O)N2CCN(C(=O)OCC)CC2)cc1	-3.1	-6.0	1.9	-1.9	-2.6	-0.2	3.2	14.3	1.4	12.9
CC(=O)c1ccc(N2CCN(S(=O)(=O)c3ccc4c(c3)CC(C)N4C(C)=O)CC2)cc1 (centres undefined)	0.5	1.2	-14.0	-9.0	-3.4	7.4	7.5	-2.9	-0.9	-4.9

Rewritten as labelled records: three of the compounds above.
> CCOC(=O)C1=C(OCc2ccc(Cl)cc2)C2C=C(C)C=CC2N=C1 (centres undefined)
  MBD2 inh: 1.9; rCAG RNA binder: -4.1; HTRA1 inh: -17.4; PRMT1 inh: -0.2; NPR2 activator: 23.0; TCR CD3 inh: -2.0; mABHD4 FP: 0.6; TDP2 absorb: 6.8; LEDGF integ inh: 3.0; SIAE primary: 6.0
> CC(O)[C@H]1CNC(=O)C(=O)N1CC1CCCCC1 (some centres undefined)
  MBD2 inh: 0.1; rCAG RNA binder: 3.1; HTRA1 inh: 0.9; PRMT1 inh: -1.5; NPR2 activator: 0.1; TCR CD3 inh: 5.5; mABHD4 FP: 3.7; TDP2 absorb: -1.6; LEDGF integ inh: -1.5; SIAE primary: -1.1
> C[C@H](NC(=O)[C@@H]1Cc2ccccc2CN1)C(=O)Nc1ccc2c(c1)OCCO2
  MBD2 inh: 0.9; rCAG RNA binder: -2.3; HTRA1 inh: -4.7; PRMT1 inh: -0.8; NPR2 activator: 5.2; TCR CD3 inh: 4.0; mABHD4 FP: -5.7; TDP2 absorb: 12.1; LEDGF integ inh: 0.9; SIAE primary: 5.2
